RAD52 inh: blocks human RAD52 DNA annealing; P43351; recombinant RAD52 DNA annealing, FRET fluorescence; inhibition, % at 18.7 µM; 360,000 compounds, 0.46% hits;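 active = every replicate showing at least 50% inhibition; inconclusive = mean inhibition at least 50% but not in every replicate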
S100A4 inh HTS: blocks human S100A4 binding to myosin IIA peptide; P26447; S100A4/TAMRA-MyoIIA peptide fluorescence polarization; inhibition, % at 10.7 µM; 360,000 compounds, 0.14% hits; AID 652163;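 active = mean inhibition of at least 70% across replicates, with every replicate also reaching that level; inconclusive = mean inhibition reaches 70% but some replicates fall short; inactive = mean inhibition below 70%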
Target sequence (P26447 whole entry, looked up): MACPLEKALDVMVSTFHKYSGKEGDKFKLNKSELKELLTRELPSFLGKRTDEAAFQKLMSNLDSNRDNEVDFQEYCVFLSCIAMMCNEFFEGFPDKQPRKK
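Test system: S100A4 monomer protein; Medium: HEPES pH 7.2 with CaCl2, KCl, NaCl, DTT, Triton; Probe or stimulus: TAMRA-labelled myosin IIA heavy-chain peptide probe, 5 nM; Doses: one dose per compound; Times: polarization read 5 min after assay mix addition, stable 5–60 min; Benchmarks: neutral control DMSO, positive control TFP.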
RAD54 branch: RAD54 (human) branch migration inhibition; RAD54 Holliday junction branch migration, FAM/BHQ fluorescence; inhibition, % at 10.4 µM; 360,000 compounds, 0.14% hits;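 active = mean normalized replicate activity at least 40 and at least half of replicates scoring 40 or more; inconclusive = only one of the two criteria met; inactive = mean below 40 and under half of replicates reaching 40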;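 note: 0% = median of neutral control wells and 100% = median of positive control wells; inhibitors cause a drop in the FAM fluorescence signal; in these data hits start at about 50%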
E-sel inducer: induces E-selectin expression in human endothelial cells | HUVEC E-selectin immunofluorescence imaging; normalized: neutral wells 0, TNF-alpha wells 100 | 260,000 compounds, 0.37% hits | activation, % at 7.58 µM;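 active = mean E-selectin-positive cell signal at least 10% of the positive control, reached in at least 60% of replicates, without over 20% cell loss; inconclusive = no rule given, readout overlaps actives, possibly toxicity-flagged; inactive = the rest, including those meeting only one limit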;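 note: in these data hits start at about 27%; measured in HUVEC primary endothelial cells; signal is the percent of cells scored E-selectin positive by PE staining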
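Read-out basis: % PE-positive cells; Test system: HUVEC primary endothelial cells; Technique: immunofluorescence imaging; Dosing: single-point compound dose.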
esBAF inh: blocks esBAF chromatin remodeling in mouse ES cells; Bmi1-luciferase knock-in reporter, 24 h; 100% = twice the neutral-well signal; reporter increase, % at 12.5 µM; 350,000 compounds, 2% hits; AID 602393; in the data active = activation above about 40%; inconclusive = no clear call, values can overlap the other calls;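 note: 0% = median of the plate's neutral control wells and 100% = double that signal; a rise in the Bmi1 reporter signal indicates esBAF inhibition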
ERAP1 HTS inh: blocks human ERAP1 aminopeptidase activity | Q9NZ08 | recombinant ERAP1, Leu-AMC fluorescence, 60 min | inhibition, % at 10.7 µM | 340,000 compounds, 0.15% hits;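 active = mean replicate inhibition of at least 30%, or all replicates individually reaching that 30% level; inactive = mean below 30% and not every replicate reaching it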;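 note: 0% = neutral control wells and 100% = L-leucinethiol positive control wells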
Target sequence (Q9NZ08 whole entry, looked up): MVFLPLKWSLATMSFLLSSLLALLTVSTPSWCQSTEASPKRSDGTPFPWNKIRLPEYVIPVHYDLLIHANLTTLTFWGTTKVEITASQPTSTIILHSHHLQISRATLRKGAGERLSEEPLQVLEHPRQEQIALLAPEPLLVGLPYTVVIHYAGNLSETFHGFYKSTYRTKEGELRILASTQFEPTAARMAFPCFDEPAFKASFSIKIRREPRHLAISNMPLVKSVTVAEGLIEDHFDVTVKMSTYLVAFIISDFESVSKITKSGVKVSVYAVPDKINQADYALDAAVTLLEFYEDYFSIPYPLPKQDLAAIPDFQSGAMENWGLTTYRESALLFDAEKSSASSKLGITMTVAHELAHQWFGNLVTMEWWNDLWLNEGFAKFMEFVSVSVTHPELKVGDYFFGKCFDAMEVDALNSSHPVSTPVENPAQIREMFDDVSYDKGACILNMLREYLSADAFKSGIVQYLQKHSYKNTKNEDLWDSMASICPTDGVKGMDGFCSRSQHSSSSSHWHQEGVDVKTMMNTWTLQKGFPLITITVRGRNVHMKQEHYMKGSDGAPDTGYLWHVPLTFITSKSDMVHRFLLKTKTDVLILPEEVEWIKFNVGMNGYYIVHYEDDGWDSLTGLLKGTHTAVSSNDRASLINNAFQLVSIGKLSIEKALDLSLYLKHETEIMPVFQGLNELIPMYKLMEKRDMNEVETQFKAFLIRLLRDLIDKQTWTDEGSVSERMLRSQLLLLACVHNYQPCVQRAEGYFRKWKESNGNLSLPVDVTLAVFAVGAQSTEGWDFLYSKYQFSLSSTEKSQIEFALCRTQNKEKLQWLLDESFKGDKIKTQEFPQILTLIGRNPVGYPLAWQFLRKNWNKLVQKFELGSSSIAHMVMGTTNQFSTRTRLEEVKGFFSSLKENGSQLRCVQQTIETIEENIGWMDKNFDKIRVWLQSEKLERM
ERp5 inh: ERp5 (human) disulfide isomerase inhibition; ERp5 insulin aggregation, absorbance 650 nm, 90 min; inhibition, % at 9.99 µM; 350,000 compounds, 0.05% hits; AID 651711;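 active = mean replicate inhibition above about 25%, with every replicate also reaching it, limit read from the data, passing the limit was not always enough; inconclusive = only one of those two criteria met; inactive = neither criterion met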
XiGFP reactiv: X-chromosome reactivation activator. XiGFP mouse fibroblasts, % GFP-positive cells imaging, 3 d; cells co-treated with 5-aza-dC sensitizer; scaled so ellipticine positive control = 100%. activation, % at 7.58 µM. AID 743238. 360,000 compounds, 0.055% hits;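 active = mean normalized replicate activation at least 10% and every replicate at or above 10%; inconclusive = only one of the two criteria met; inactive = mean below 10% and not all replicates reach 10%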;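 note: 0% = median of on-plate neutral control wells and 100% = ellipticine 6 µM median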
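material = 68-5-11 XiGFP fibroblast line | medium = DMEM plus 5-aza-dC sensitizer | schedule = 3 days compound exposure | benchmarks = positive control ellipticine, 6 µM final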
Starred values were filed as active, the others as inactive; ? = inconclusive; nt = not tested or not shown.

SMILES	RAD52 inh	S100A4 inh HTS	RAD54 branch	E-sel inducer	esBAF inh	ERAP1 HTS inh	ERp5 inh	XiGFP reactiv
Cc1cc2c(cc1C)C(c1cccc(F)c1)CC(=O)N2 (stereo unspecified)	-2	0	0	0.1	1	-1	-9	0.2
O=C(c1ccncc1)N1N=C(C2CC2)CC1(O)C(F)(F)F (stereo unspecified)	-15	0	nt	0.0	nt	0	-1	0.2
Cn1c(N)c(C(=O)CSc2nc3ccccc3c(=O)n2Cc2ccccc2)c(=O)n(C)c1=O	-4	1	nt	nt	nt	0	-2	0.2
CCCCN1C(=O)C(=O)N(CC(=O)Nc2cccc(C(C)=O)c2)C1=O	3	-8	-1	-0.8	10	3	-3	0.0
CCOC(=O)N1CCN(C2CCCN(C(=O)c3cccc(Cl)c3)C2)CC1 (stereo unspecified)	4	-3	0	-0.2	-3	2	3	0.4
O=C(c1cccnc1)N1CCCCN2[C@H](C1)[C@H](c1ccc(C#Cc3cccnc3)cc1)[C@@H]2CO	-13	27	-5	-0.1	nt	-1	-10	0.5
CC(=O)c1ccc(-c2ccc([C@H]3[C@H]4C=CC[C@@H](C)[C@@H]4C(=O)N3Cc3ccccc3)c(F)c2)cc1	-13	-11	-1	0.1	0	4	9	0.0
Cc1cc(C)n(C(=O)CNC(=O)c2ccco2)n1	3	-1	2	nt	5	-2	4	nt
O[C@H]1COC2C1OC[C@@H]2O (stereo partly specified)	35	4	4	-0.1	3	-3	-2	3.0
COc1cccc(CN(C)C(=O)c2[nH]c(C)c(C(C)=O)c2C)c1OC	-36	-3	6	0.7	0	-1	-1	0.3
COC(=O)c1ccc(NC(=O)COc2ccc(S(=O)(=O)NC(C)(C)C)cc2)cc1	2	-1	nt	nt	nt	4	-1	0.5
O=C(CNC(=O)c1cccc(F)c1)N/N=C/c1ccc(O)c([N+](=O)[O-])c1	-11	1	nt	0.2	nt	3	-2	0.1
COc1cccc(-n2c(Cc3cc(=O)[nH]c(=O)[nH]3)nnc2SCc2cccc(C(F)(F)F)c2)c1	-27	-1	nt	-0.7	7	5	1	0.0
COc1ccc(C(=O)NCC(=O)OCC(=O)NCCC2=CCCCC2)cc1	-5	0	-3	-8.4	-1	1	1	0.0
COc1ccccc1-n1nnnc1SCC(=O)NCC1CCCO1 (stereo unspecified)	-12	8	nt	-0.1	nt	-8	-1	0.0
CCC(C)NC(=O)C1CCCN(S(=O)(=O)c2ccc3c(c2)CC(C)N3C(C)=O)C1 (stereo unspecified)	-10	-1	9	-0.3	0	0	2	0.3
COc1ccccc1-c1csc(C(O)(c2ccccc2)C(F)(F)F)n1 (stereo unspecified)	-1	0	-7	-0.1	0	5	5	0.5
CCN(CC)C(=O)C(C(=O)c1cccc([N+](=O)[O-])c1)n1cc(Cl)ccc1=O (stereo unspecified)	0	-1	nt	1.2	nt	2	1	-0.2
CN(C)C(=O)c1cccc(-c2ccc3c(c2)[C@H]2[C@H](CCN2C(=O)C2CCCCC2)[C@H](CO)N3)c1	nt	nt	-26	0.1	2	nt	nt	-0.1
CC(NC(=O)c1ccccc1Cl)C1CC2CCC1C2 (stereo unspecified)	-9	3	1	0.0	5	-1	-3	0.0

Results in S100A4 inh HTS, ERAP1 HTS inh and esBAF inh, for two of the compounds above:
molecule | S100A4 inh HTS | ERAP1 HTS inh | esBAF inh
COc1ccc(C(=O)NCC(=O)OCC(=O)NCCC2=CCCCC2)cc1 | 0 | 1 | -1
CCCCN1C(=O)C(=O)N(CC(=O)Nc2cccc(C(C)=O)c2)C1=O | -8 | 3 | 10

Other structures follow.
SMILES	RAD52 inh	S100A4 inh HTS	RAD54 branch	E-sel inducer	esBAF inh	ERAP1 HTS inh	ERp5 inh	XiGFP reactiv
CCc1cc(C(=O)Nc2cc(Cl)ccc2N2CCN(C)CC2)sc1C	4	-3	nt	1.0	nt	0	-2	-0.1
NC(=O)C1CCCN(C(=O)CCc2nnc(C3(c4ccc(Cl)cc4)CCC3)o2)C1 (stereo unspecified)	-10	-1	-9	-0.1	nt	0	-2	0.0
C[C@@H](C(=O)NCc1ccc(S(C)(=O)=O)cc1)[C@@H]1C[C@@]1(C)[C@@H](NC(=O)OCc1ccccc1)c1ccccc1	-9	-9	5	0.1	7	-6	-8	0.2
CCOC(=O)N1CCC(=NNc2ccc(S(=O)(=O)N3CCOCC3)cc2[N+](=O)[O-])CC1	-17	-4	nt	2.9	nt	0	-5	-0.1
O=C(COc1ccc(/C=N/NC(=O)c2cccnc2)cc1)Nc1ccccc1	-8	-5	-7	nt	-2	0	1	0.3
CO[C@@H]1CC[C@@H]2CCOc3c(C#N)cccc3C(=O)N(C)C[C@@H](c3ccccc3)CC(=O)N(C)C[C@@H]1O2	2	-11	0	0.0	-3	1	-3	0.1
CO[C@H]1CN(C)C(=O)c2ccc(NC(=O)CC(F)(F)F)cc2OC[C@H](C)N(C(=O)C2CC2)C[C@H]1C	-30	-22	nt	-0.1	nt	1	4	-0.5
Cc1ccc(CN2CCN(Cc3cnc(C)s3)CC2CCO)o1 (stereo unspecified)	-9	15	nt	nt	nt	-5	1	0.2
CC(C)(C)C(=O)N(Cc1ccccc1)c1ccccn1	-14	-2	-1	?	6	0	2	0.0
O=C(Nc1ccc(N2CCOCC2)cc1)c1c(F)cccc1Cl	-21	-3	-1	0.1	16	-2	2	0.0
O=C(CCCCn1ccc(=O)[nH]c1=O)Nc1ccc(O)c(C(=O)O)c1	-21	1	-4	2.0	-5	4	-1	0.3
C/C=C/c1ccc2c(c1)O[C@H](CN(C)C(=O)C1CCOCC1)[C@@H](C)CN([C@@H](C)CO)S2(=O)=O	-27	0	-14	0.7	-2	1	2	-1.0
O=C(COc1ccc(F)cc1)N1CCCCCCC1	-19	-3	-2	nt	9	-3	1	0.0
O=C(Oc1cc(=O)oc2c1c(=O)n1c3c(cccc23)CC1)c1ccc(F)cc1	-37	2	1	nt	nt	-5	1	0.1
OC[C@@H]1CN(Cc2ccccc2)C[C@H](n2cnc3c(NC4CC4)ncnc32)O1	-15	-9	-14	0.7	-6	2	-2	-0.1
OCCCn1c(C2CCCN2c2nc(-c3ccc(F)cc3)cs2)nc2cc(Cl)c(N3CCCCC3)cc21 (stereo unspecified)	-12	-2	-5	0.2	8	nt	0	0.1
COC(=O)[C@]12CCCCC=C1N(Cc1ccccc1)C(=O)[C@H](CC(=O)NCc1ccccc1)C2	-9	1	nt	-0.2	nt	nt	-2	0.1
Cc1noc(C)c1NC(=O)Nc1ccc2c(c1)C(=O)N([C@H](C)CO)C[C@@H](C)[C@H](CN(C)S(=O)(=O)c1ccc(F)cc1)OCCCC[C@H](C)O2	12	-24	4	0.1	0	3	0	0.3
CCOc1ccccc1N(C)C(=O)Cn1ncc2c([nH]c3ccccc32)c1=O	-9	-9	-6	nt	-8	-1	4	0.1
Cn1ccnc1C(=O)c1ccc(NN)c([N+](=O)[O-])c1	-6	-2	nt	nt	nt	-3	-6	0.3
Cc1nn(CC(=O)N2CCN(c3ccc(Cl)cc3)CC2)c(=O)c2cccn12	-7	-1	-1	-1.7	-4	1	-4	-0.1
COc1cc(/C=C/C(=O)OCC(=O)Nc2ccc3[nH]c(=O)[nH]c3c2)ccc1OC(F)F	-13	1	4	-0.1	-2	5	-2	0.0
O=C(CN(CCc1ccccc1)S(=O)(=O)c1ccc(Br)cc1)N/N=C/c1ccccc1C(=O)O	-4	-1	nt	-0.4	nt	-2	-1	0.0
COc1ccc(CCNC(=O)Cc2cccc(C(F)(F)F)c2)cc1OC	-5	0	1	nt	-5	-1	1	nt
O=C1/C(=C/c2ccc(F)cc2)SC(=S)N1CC(=O)N1CCCCC1c1cccnc1 (stereo unspecified)	-14	-6	1	nt	0	-4	-1	-0.1
COc1ccc(C#Cc2ccc([C@H]3[C@@H](CO)N4CCCCN(Cc5ccncc5)C[C@H]34)cc2)cc1	-42	-6	2	-0.6	-4	-2	-4	0.3
O=C1CCC/C1=C/Nc1cccc(F)c1	-28	-2	nt	0.0	nt	0	0	0.0
O=C(CCCN1C(=O)/C(=C/c2ccc3c(c2)OCO3)SC1=S)Nc1cccc(C(=O)O)c1	-450	2	12	0.0	-43	-36	-10	0.2
O=C(Nc1ccccn1)c1ccc(CN(c2ccccc2)S(=O)(=O)c2ccccc2)cc1	-12	-3	4	nt	-2	5	4	0.0
COc1cccc(S(=O)(=O)Nc2ccc3c(c2)[C@H]2C[C@@H](CC(=O)O)O[C@@H](CO)[C@H]2O3)c1	1	-4	nt	-0.1	nt	-1	2	0.7
CC1CCN(C(=O)CSc2nncn2C)CC1	-10	-1	8	nt	8	2	-1	nt
O=C(C[C@@H]1CC[C@H](NC(=O)c2ccncc2)[C@@H](CO)O1)NCC1CC1	-7	1	-6	-0.5	-5	-1	1	0.3
Cc1ccc(Cl)cc1N1CCN(C(=O)COc2ccc(S(=O)(=O)NC(C)C)cc2)CC1	-2	-13	-7	-0.2	1	3	-3	-0.1
COc1ccc(NC(=O)N(C)C[C@@H]2Oc3ccc(NS(=O)(=O)c4cccs4)cc3C(=O)N([C@H](C)CO)C[C@@H]2C)cc1	14	3	-7	-2.7	5	-1	-1	0.0
Cc1c(Cl)cccc1NC(=S)N(Cc1cccnc1)Cc1ccccc1Cl	-15	-6	nt	nt	nt	8	-2	0.4
CCCc1c(C(=O)N/N=C(\C)c2ccc(CC(C)C)cc2)nnn1-c1nonc1N	5	1	-10	-0.3	0	2	-3	0.4
COc1c(F)c(F)c(C(=O)O)c(Nc2cc(C)cc(C)c2)c1F	-15	1	-9	4.8	-10	-3	0	0.0
COc1cccc(C2C(C(=O)c3ccc(C)o3)=C(O)C(=O)N2CCN2CCOCC2)c1OC (stereo unspecified)	-22	-4	-23	nt	-13	1	4	0.3
CC(=O)c1ccc(OCC(=O)Nc2ccc3c(c2)OCO3)cc1	-24	-2	3	-0.5	-1	-2	6	0.0
COc1ccccc1NC(=O)CSc1ccc(-c2ccccn2)nn1	-16	-1	-6	-0.4	-5	3	0	0.1
CN1C(=O)c2cc(NC(=O)c3ccc4c(c3)OCO4)ccc2OC[C@H]2O[C@H](CC(=O)O)CC[C@H]21	-30	-15	9	0.1	-2	nt	3	0.0
Cc1ccc(S(=O)(=O)NCCC(=O)NCC(c2ccco2)N2CCCCC2)cc1C (stereo unspecified)	-15	-19	2	5.8	1	3	2	0.0
CCCc1cc(C(=O)NC2CCCCC2)no1	-3	1	5	0.2	43*	4	4	0.0
COCCCn1c(SCC(=O)NCc2ccccc2)nc2ccccc2c1=O	-5	-3	5	nt	-1	-2	5	nt
c1ccc(CN2CCN(c3ncccn3)CC2)cc1	1	15	0	0.0	2	-2	0	-0.1
Nn1c(COc2ccccc2F)nnc1SCC(=O)NC1CCCCC1	-8	8	-5	0.0	-5	-1	-6	0.1
CC(OC(=O)c1ccc(NC(N)=O)cc1)C(=O)Nc1ccc2c(c1)OCCO2 (stereo unspecified)	-11	-5	2	0.1	-2	4	-6	0.0
COc1ccccc1N1CCN(S(=O)(=O)CCNC(=O)C2CC2)CC1	-3	4	3	nt	nt	2	0	0.2
COc1ccc2oc3c(ccc[n+]3C)c(=O)c2c1	4	-1	nt	-0.2	nt	26	-7	0.0

Compound activity from PubChem.
